# Screening data as filed in PubChem.
# CatB mixtures – human cathepsin B inhibition by mixtures | P07858 | Purified cathepsin B, AMC dipeptide fluorescence, compound mixtures | inhibition, %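 (ten-compound pools at 5 µM per compound and 50 µM total)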 | hit rate 0.06% among 62,000 | AID 488; in the data active = inhibition above about 22%, passing the limit was not always enough;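 also: 0% = enzyme without compound and 100% = no enzyme blank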
# tolC growth inh – E. coli tolC mutant growth inhibition; E. coli BW25113 tolC mutant growth, OD615; AID 573; hit rate 2.2% among 65,000; growth inhibition, % at 10 µM (by protocol);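 active = growth inhibition at or above a cutoff equal to the mean over every tested compound plus 3 SD, cut at about 60% in these data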;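 also: growth measured after 20 h incubation at 37 °C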
#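 test system = E. coli BW25113 ΔtolC::kan bacteria | medium = LB with kanamycin 50 µg/mL | signal = OD at 615 nm | schedule = 37 °C, 20 h exposure | evaluation = % inhibition of E. coli growth | compound dosing = one dose of 10 µM final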
# AP complement – orthogonal test for alternative complement pathway inhibitors. Human serum alternative complement pathway, LPS-coated ELISA, C3 deposition; tested in compound mixtures. inhibition, % at 5 µM. hit rate 0.08% among 62,000. AID 1235;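 active = inhibition above 30% in each of the two pooled mixtures holding the compound, so the lower value exceeds 30%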;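 also: 0% = serum in Mg-EGTA without compound and 100% = EDTA serum blank; some compounds past the cut are filed as inactive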
#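 Assay system: human serum alternative complement pathway, C3 deposition on LPS-coated wells; Dosing: 5 µM per compound in ten-compound mixtures; Detection: Anti-C3 ELISA, OD 450 nm; Buffer or medium: Mg2+-EGTA GVB++ buffer containing human serum at 1:15 dilution; Timing: 1 h at 37 °C; Replication: two different pools per compound.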
# Cdc25B block – human M-phase inducer phosphatase 2 inhibition; recombinant Cdc25B, OMFP fluorescence Ex485/Em525; inhibition, %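 (compounds tested at 10 µM final in the well)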; hit rate 0.1% among 65,000; AID 368; in the data active = inhibition above about 50%
# Hsp90 inh – displaces geldanamycin probe from tumor Hsp90 | hit rate 0.35% among 64,000 | AID 429 | NCI-N417 lysate Hsp90, Cy3B-geldanamycin FP displacement | inhibition, % at 30 µM | P07900;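 active = inhibition above 50%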;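 also: 0% = tracer plus lysate wells and 100% = tracer alone without lysate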
# D1 mod – allosteric modulators of human D1 dopamine receptor. P21728. HEK293 D1, CRE-luciferase, dopamine EC30 potentiation; actives deviate in either direction. B-score at 10 µM. hit rate 5.9% among 58,000;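 active = luminescence count or its row- and column-corrected plate score outside the 99.7% band of the plate's sample wells, on either side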
# Ec RNAP inh – inhibitors of Escherichia coli RNA polymerase | E. coli RNA polymerase, fluorescence transcription assay | inhibition, %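 (tested at 10 µM)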 | AID 559 | P0A8V2 | hit rate 0.2% among 62,000; in the data active = inhibition above about 20%;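 also: 0% = enzyme without compound and 100% = no enzyme blank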
# Target sequence (P0A8V2 whole entry, looked up): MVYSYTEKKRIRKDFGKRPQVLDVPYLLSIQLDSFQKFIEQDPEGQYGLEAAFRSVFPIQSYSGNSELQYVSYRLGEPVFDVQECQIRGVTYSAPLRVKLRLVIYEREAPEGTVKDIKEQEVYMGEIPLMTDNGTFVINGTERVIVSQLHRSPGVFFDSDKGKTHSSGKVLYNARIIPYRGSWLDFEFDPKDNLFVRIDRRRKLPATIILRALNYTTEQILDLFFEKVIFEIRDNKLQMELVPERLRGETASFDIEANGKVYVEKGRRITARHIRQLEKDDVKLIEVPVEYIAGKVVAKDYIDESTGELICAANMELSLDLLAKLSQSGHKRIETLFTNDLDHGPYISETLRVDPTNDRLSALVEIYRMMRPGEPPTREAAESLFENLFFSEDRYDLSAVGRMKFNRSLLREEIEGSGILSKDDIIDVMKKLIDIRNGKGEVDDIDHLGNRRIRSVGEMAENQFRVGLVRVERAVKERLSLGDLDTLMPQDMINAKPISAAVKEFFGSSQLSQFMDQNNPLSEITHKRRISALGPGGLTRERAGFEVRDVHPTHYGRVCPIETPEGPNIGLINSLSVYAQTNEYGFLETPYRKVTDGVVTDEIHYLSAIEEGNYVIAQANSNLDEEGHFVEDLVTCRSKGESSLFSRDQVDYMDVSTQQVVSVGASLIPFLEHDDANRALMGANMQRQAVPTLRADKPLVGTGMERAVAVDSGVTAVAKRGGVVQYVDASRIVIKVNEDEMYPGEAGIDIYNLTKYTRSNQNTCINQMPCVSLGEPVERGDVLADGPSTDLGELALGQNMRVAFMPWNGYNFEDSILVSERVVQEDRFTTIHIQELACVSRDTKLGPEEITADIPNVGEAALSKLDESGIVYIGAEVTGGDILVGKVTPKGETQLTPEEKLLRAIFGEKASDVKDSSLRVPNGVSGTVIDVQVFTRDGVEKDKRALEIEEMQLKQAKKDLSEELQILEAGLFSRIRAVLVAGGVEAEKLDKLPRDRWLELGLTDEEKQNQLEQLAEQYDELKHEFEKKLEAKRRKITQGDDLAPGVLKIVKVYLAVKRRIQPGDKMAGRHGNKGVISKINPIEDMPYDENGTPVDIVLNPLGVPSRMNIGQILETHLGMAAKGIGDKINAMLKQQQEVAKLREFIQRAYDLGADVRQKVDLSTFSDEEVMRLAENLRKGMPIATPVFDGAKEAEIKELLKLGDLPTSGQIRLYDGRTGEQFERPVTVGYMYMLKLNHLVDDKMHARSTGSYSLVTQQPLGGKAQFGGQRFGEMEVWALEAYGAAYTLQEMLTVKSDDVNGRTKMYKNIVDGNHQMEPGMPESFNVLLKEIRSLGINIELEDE
# MKP-1 inh – inhibitors of human MKP-1 phosphatase; P28562; recombinant MKP-1, OMFP hydrolysis fluorescence; inhibition, %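 (compounds tested at a single concentration somewhere between 10 and 100 µM)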; hit rate 0.15% among 65,000;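 active = inhibition above about 50%, limit read from the data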;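 also: 0% = DMSO max control wells and 100% = wells with enzyme stopped by NaOH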
# CatB block – human cathepsin B inhibition. purified cathepsin B, fluorogenic substrate, fluorescence. inhibition, %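 (tested at 10 µM)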. hit rate 0.1% among 63,000; in the data active = inhibition above about 21%;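 also: 0% = enzyme with no compound and 100% = no enzyme blank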
# Numbers without * were called inactive; x = no result given.
# Order of values: CatB mixtures	tolC growth inh	AP complement	Cdc25B block	Hsp90 inh	D1 mod	Ec RNAP inh	MKP-1 inh	CatB block
- COc1ccc(OC)c(C(C)NC=O)c1 (stereo not drawn)
    17.3	-5.4	18.0	-13.1	-3.6	-0.162	5.1	-2.0	0.4
- CN1CCN(CC(=O)n2c3c(c4ccccc42)CCCC3)CC1
    1.8	-6.9	5.0	-3.1	-0.5	-1.71	6.8	6.3	-1.2
- Cc1nnc(SCC(=O)Nc2ccc(Oc3ccccc3)cc2)n1N
    0.1	11.4	13.6	-19.8	-2.5	1.28	1.6	-15.4	-0.4
- O=C(Nc1ccccc1C(F)(F)F)c1cc(-c2ccccc2O)on1
    0.6	-14.9	2.0	-5.7	1.3	-1.53	2.7	25.2	-2.4
- O=C(CSc1nc(C2CC2)nc2sc3c(c12)CCCC3)NCc1ccco1
    3.4	-9.9	-13.9	3.3	-1.0	-0.583	6.8	3.0	8.6
- O=C(Cn1c(NCCO)nc2ccccc21)c1cccs1
    3.0	-3.4	4.3	-0.1	-16.0	0.34	10.5	-14.8	6.0
- Nc1c(C(=O)NCCN2CCOCC2)c2nc3ccccc3nc2n1-c1ccccc1
    -8.8	0.0	-8.9	-2.6	-7.3	0.0151	-21.8	33.4	-11.5
- O=S(=O)(NCCc1ccccc1)c1ccc(S(=O)(=O)N2CCCCC2)cc1
    2.0	-6.4	12.6	-4.1	-2.2	-0.661	x	-25.4	6.8
- COc1ccccc1NC(=O)C(Cc1ccc(Cl)cc1)c1nn[nH]n1 (stereo not drawn)
    -0.6	6.8	1.8	-13.6	-7.2	x	10.8	10.1	6.0
- C=CCn1c(SCc2ccc(OC)cc2)nnc1-c1cccnc1
    -3.1	3.9	10.8	1.4	-5.7	0.364	-0.2	-6.7	0.6
- COc1ccc2nc(N3CCCC(C(=O)NCCCN4CCN(C)CC4)C3)sc2c1 (stereo not drawn)
    2.1	-22.2	5.5	-20.1	x	-0.377	1.5	13.9	10.2
- O=C(Oc1ccccc1)c1ccc(-n2cnnn2)cc1
    1.1	-4.7	11.2	-0.3	-1.7	-0.00614	4.2	-17.6	1.2
- Cc1cc(NC(=O)CCC(=O)N(CCC(C)C)CC(=O)NCC2CCCO2)no1 (stereo not drawn)
    -10.9	-6.6	13.9	-17.0	-0.3	x	5.8	3.2	0.4
- CCCCCNC(=O)C(C#N)c1nc2ccccc2nc1N1CCCC1 (stereo not drawn)
    0.8	-13.2	15.4	3.0	-1.4	0.837	2.6	27.9	2.7
- CCCc1cc(=O)[nH]c(SCC(=O)Nc2cc3c(cc2C(C)=O)OCO3)n1
    1.4	-7.8	14.1	-4.8	-1.7	-0.586	1.7	4.6	5.1
- CC1(C)C(c2ccccn2)=[N+]([O-])C(C)(C)N1O
    6.8	-18.3	5.9	-2.3	4.7	x	9.3	14.3	-1.3
- O=C(CCN1CCCCC1c1cccnc1)NCc1ccccc1 (stereo not drawn)
    1.6	-13.3	5.9	-10.9	-0.9	1.02	-0.6	-6.3	3.0
- CC(=O)Nc1ccc2nc(C3CCCCC3)[nH]c2c1
    2.3	-8.4	18.1	-3.1	1.8	-0.0211	-1.1	-4.6	3.1
- CCn1cc(C(=O)NCc2ccco2)c(=O)c2cc(S(=O)(=O)N3CCc4ccccc4C3)ccc21
    6.5	39.4	15.8	-3.2	-5.3	-1.48	2.6	39.5	-0.3
- Cc1ccc(-n2ncc3c(NCCCOC(C)C)ncnc32)c(C)c1
    x	5.2	x	-5.1	0.6	x	8.9	-10.4	0.8
- COC(=O)c1cc(=O)n(Cc2ccc3c(c2)OCO3)c(=Nc2ccccc2)s1
    1.8	14.7	11.4	-10.1	0.3	-0.0704	10.6	-9.0	-2.5
- CCOC(=O)c1c(C)n(C)c2ccc(O)c(CN3CCN(C)CC3)c12
    0.3	2.5	-0.4	-0.5	-10.9	-0.273	4.2	-26.4	-0.7
- COCC(C)n1c(C)cc(C(=O)COC(=O)c2ccc(N3CCCC3=O)cc2)c1C (stereo not drawn)
    1.2	7.6	-6.4	-3.8	-0.5	-0.0659	2.8	14.0	2.6
- NC(=O)c1ccc(NS(=O)(=O)c2ccccc2F)cc1
    3.6	-12.0	13.5	-5.7	-6.9	0.0301	-3.4	-2.6	1.6
- CC1CCCCN1C(=O)CSc1nnc(-c2cccnc2)n1C1CCCCC1 (stereo not drawn)
    -3.8	-9.4	-6.6	-3.4	2.5	x	-3.1	12.0	-0.2
- Cn1nc(C(=O)N2CCOCC2)c2ccccc2c1=O
    6.5	-16.5	5.5	2.3	-2.2	-0.79	1.2	-7.9	-0.8
- CCOC(=O)CSc1nnc(Cn2nnc(-c3ccccc3)n2)n1CC
    3.1	7.5	-1.2	-1.7	1.0	0.0155	1.6	-1.9	-1.9
- Cc1nc2ncnn2c(N2CCC(C(=O)NC3CCCC3)CC2)c1Cc1ccccc1
    2.5	13.2	-8.8	-15.8	2.4	1.47	3.8	8.7	2.1
- COc1ccc(C(C)(C)C)cc1NC(=O)c1ccoc1C
    -0.5	4.7	-9.4	-2.2	-1.8	0.385	-7.2	-8.9	-6.4
- Cc1ccc(-n2ncc3c2ncn2nc(-c4ccco4)nc32)c(C)c1
    -15.7	-3.1	2.0	0.3	-7.4	0.753	x	-14.0	10.0
- COc1ccc(-c2nnc(SC)n2C)cc1
    -2.2	-18.4	13.9	-5.3	0.7	0.755	-1.6	-26.8	3.8
- CCc1cc(C(=O)Cc2ccc(F)cc2)c(O)cc1O
    2.4	90.9*	4.3	-5.2	4.2	-0.0662	7.9	3.5	1.2
- COc1cc(C2NC(=O)NC(O)(C(F)(F)F)C2C(C)=O)cc(OC)c1OC (stereo not drawn)
    2.5	-19.9	0.4	1.0	1.5	0.322	11.0	4.5	2.4
- CCC(=O)NC1=C(C#N)C2(CCCC2)Cc2ccccc21
    4.2	-4.8	13.6	-8.2	-0.7	0.639	3.5	-5.3	0.8
- O=C(NCCc1ccncc1)Nc1ccccc1Cl
    3.9	-14.5	8.9	-0.4	-3.4	0.654	5.6	-3.9	2.4
- COc1ccccc1CNc1ncnc2nc[nH]c12
    -1.6	-5.0	27.4	-8.1	0.1	-1.06	16.8	-1.2	3.3
- O=C(NCc1cccnc1)c1cc(S(=O)(=O)N2CCCCC2)ccc1Cl
    -8.5	-8.6	-17.4	-1.9	-0.5	0.917	-3.8	-8.6	-1.6
- O=C1Nc2ccc(NS(=O)(=O)c3cccs3)c3cccc1c23
    0.1	47.8	-4.4	-18.4	7.9	x	1.2	19.5	-1.1
- CCOc1nc(C)ccc1-c1noc(C)n1
    12.3	-23.3	-13.0	6.3	-6.3	3.64	-4.9	-0.4	-1.0
- CC1CCN(c2nc3ccccc3nc2C(C#N)C(=O)NC2CCCCC2)CC1 (stereo not drawn)
    3.2	-16.9	14.6	-2.0	-0.4	-0.0236	0.4	-12.6	2.2
- CC(=O)N1CCN(c2ccc(Nc3ncnc4c3oc3ccccc34)cc2)CC1
    5.9	9.7	14.3	9.2	28.9	0.296	2.7	13.2	4.5
- N#Cc1ccc(NC(=O)Nc2ccc(Cl)cc2)cc1
    2.6	89.9*	15.9	-4.7	-0.4	-2.62	10.7	4.3	5.0
- O=C(CCc1ccccc1)Nc1ccc(Cl)cn1
    4.9	-2.8	-16.1	-5.3	-4.8	1.07	2.7	1.8	5.8
- O=C(Nc1nccs1)c1cc2sccc2n1Cc1ccc(F)cc1
    -0.8	-1.2	7.2	2.1	-15.2	1.11	-5.9	15.2	-1.8
- COc1ccccc1-c1cc(C(F)(F)F)nc(N2CCN(c3ccccc3)CC2)n1
    0.2	-4.6	5.9	-11.6	x	-0.679	4.7	-0.2	5.3
- O=C(C1CCCN1S(=O)(=O)c1cccc2cccnc12)N1CCn2c1nc1ccccc12 (stereo not drawn)
    -21.4	-5.1	17.6	-27.7	-2.8	-0.0622	0.3	12.4	0.0
- CC(=O)c1cccc(NC(=O)C2CCN(S(=O)(=O)c3ccc(C)cc3)CC2)c1
    x	-1.0	x	-4.8	-0.1	0.414	x	-10.5	x
- Cc1cc2nc(-c3ccc(SCC(=O)N4CCN(C(=O)c5ccco5)CC4)nc3)[nH]c2cc1C
    0.1	21.9	0.3	13.9	-6.2	x	-1.7	41.2	5.8
- Cc1ccc(N2CCCCn3c2nc2c3c(=O)[nH]c(=O)n2C)cc1
    4.5	3.5	7.9	5.2	-4.3	0.652	4.8	19.9	-0.7
- CCOC(=O)c1c(NC(=O)OC)sc2c1CCC2
    -5.2	1.5	15.2	-7.4	-0.6	0.883	-1.8	4.4	-1.4
- CCc1nnc(NC(=O)Nc2ccccc2OC)s1
    2.3	1.2	16.4	-0.6	-1.7	-0.0867	9.1	17.8	-1.4
- O=C(NCCN1CCCCC1)c1ccc2c(c1)OCCO2
    0.3	-8.2	5.8	-8.5	-7.3	-0.056	4.5	3.9	7.0
- Cc1cc(C(F)(F)F)nn1CC(=O)NCc1ccccc1
    -1.3	-7.5	17.1	5.0	-2.5	1.34	3.1	-1.8	2.0
- CCN1C(=O)N(CC)C2C1N(C(C)=O)C(=O)N2C(C)=O (stereo not drawn)
    -3.0	-31.2	5.3	-2.9	1.5	-0.539	-5.6	-4.5	-2.2
- O=C(NCc1ccco1)c1cc2nc(C3CC3)cc(C(F)(F)F)n2n1
    4.8	12.1	15.6	-7.8	-3.5	1.65	5.0	3.8	-3.3
- COc1cc(NC(=O)c2onc(C)c2Cl)c(OC)cc1Cl
    -3.4	-5.3	27.9	2.9	5.3	-0.128	-4.8	-2.0	0.3
- COC(=O)c1cc(Br)ccc1-c1ccc(/C=N/n2nnnc2N)o1
    6.8	23.8	10.1	5.2	-2.5	1.51	6.5	8.3	-2.3
- Cc1cc2occ(CC(=O)NC3=NCCS3)c2cc1C(C)C
    -5.1	11.1	14.8	0.2	-5.5	x	5.0	14.3	5.8
- CCOc1ccccc1N(CC)C(=O)Cn1ncc2c(=O)oc3ccccc3c21
    6.1	5.6	20.8	-4.6	-0.5	0.943	1.4	12.9	1.4
- O=C(Cc1ccccc1)Nc1nc(-c2cccs2)cs1
    1.0	39.9	13.7	-7.1	-1.2	0.889	-0.4	28.1	-1.0

# (next part)
# Order of values: CatB mixtures	tolC growth inh	AP complement	Cdc25B block	Hsp90 inh	D1 mod	Ec RNAP inh	MKP-1 inh	CatB block
- CCN=C1SC(C(=O)NCCc2ccccc2)CC(=O)N1CC (stereo not drawn)
    5.7	-10.5	8.5	-8.6	-3.0	1.16	10.2	-10.8	-0.3
- Cc1cccc(/N=C/c2c(O)n(-c3cc(Cl)ccc3N3CCOCC3)c(=O)c3ccccc23)n1
    -0.4	8.8	1.2	-6.3	-0.8	1.44	6.6	27.8	4.0
- COC(=O)c1ccccc1NC(=O)CSc1nc(O)cc(=O)n1C1CCCC1
    -4.6	12.9	11.9	-8.3	-4.1	0.926	6.5	32.0	0.0
- Cc1ccc(C(=O)CSc2nnc(Cn3nnc4ccccc43)n2C)cc1
    -0.4	1.9	-3.6	-2.3	1.6	-0.436	2.8	-11.5	1.8
- CCn1cc(NC(=O)Nc2ccc(OC)c(OC)c2)c(C(N)=O)n1
    5.2	-10.1	12.3	-18.5	-0.9	x	5.3	8.5	-1.7

# As a working copy, some entries already given:
# Order of values: CatB mixtures	tolC growth inh	AP complement	Cdc25B block	Hsp90 inh	D1 mod	Ec RNAP inh	MKP-1 inh	CatB block
- Cc1ccc(C(=O)CSc2nnc(Cn3nnc4ccccc43)n2C)cc1
    -0.4	1.9	-3.6	-2.3	1.6	-0.436	2.8	-11.5	1.8
- CCn1cc(NC(=O)Nc2ccc(OC)c(OC)c2)c(C(N)=O)n1
    5.2	-10.1	12.3	-18.5	-0.9	x	5.3	8.5	-1.7

# The order is random; overall some 7.6% were active at least once.
